Bioassay records (PubChem BioAssay)
LEDGF integ inh: blocks HIV-1 LEDGF/p75-dependent DNA integration; TR-FRET IN-LEDGF/p75 DNA integration, Eu/Cy5; inhibition, % at 3.7 µM; 370,000 tested, 0.64% active; AID 743269;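 active = inhibition above the screen-wide mean plus 3 SD, cut at about 13% in these data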;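 also: signal is the Cy5 over europium emission ratio at 671 and 618 nm; 0% = plate median of compound wells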
DDE Tn6 FP inh: DD(E)-Tn6 binding inhibition, primary FP screen; Fibrin DD(E) TRITC-Tn6 fluorescence polarization displacement; inhibition, % at 8.3 µM; 370,000 tested, 0.21% active; AID 720509;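 active = inhibition above a per-campaign cutoff: mean of compounds within control limits plus 3 SD, cut at about 15% in these data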;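 also: 0% = median of all compound wells on the plate and 100% = blocking peptide control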
ADAM17 inh: inhibits human ADAM17. P78536. recombinant ADAM17, EDANS/DABCYL FRET peptide cleavage. inhibition, % at 6.95 µM. 370,000 tested, 0.83% active;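 active = inhibition above the mean of compounds lying between control limits plus 3 SD, set per campaign, cut at about 8.5% in these data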;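 also: 0% = DMSO-only wells as the low control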
TDP2 inh: TDP2 (human) inhibition, absorbance primary screen; O95551; recombinant TDP2, T5PNP hydrolysis, p-nitrophenol absorbance 415 nm; inhibition, % at 12.8 µM; 370,000 tested, 0.34% active;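 active = inhibition above the mean of all tested compounds plus 3 SD, set per campaign, cut at about 25% in these data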;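 also: 0% = DMSO with enzyme and 100% = buffer with substrate but no TDP2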
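Assay system: Recombinant human TDP2 | Quantity: 120 nM TDP2 per well | Incubation: 2 h at 37 °C | Signal: Epi absorbance | Evaluation: Percent inhibition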
PLC-gamma1 inh: PLC-gamma1 (human) inhibition, primary screen | 370,000 tested, 0.84% active | purified PLC-gamma1, fluorogenic substrate, fluorescence | P19174 | AID 720700 | inhibition, % at 12.2 µM; in the data active = inhibition above about 9.5%
ASAP1 inh: inhibitors of human ASAP1 ArfGAP activity | ASAP1-stimulated ARF1 GTP hydrolysis, GDP FP detection | inhibition, % at 16.5 µM | 360,000 tested, 0.19% active; in the data active = inhibition above about 25%;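 also: 0% = vehicle with enzyme and substrate and 100% = no enzyme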
ARFGAP1 inhibitor: rat ARFGAP1 inhibition. 360,000 tested, 0.26% active. Arfgap1-stimulated ARF1 GTP hydrolysis, GDP FP detection. AID 651572. Q62848. inhibition, % at 16.5 µM;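 active = inhibition above a per-plate limit, mean inhibition of low control wells plus 3 SD, cut at about 25% in these data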;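 also: 0% = DMSO wells with enzyme and 100% = wells lacking Arfgap1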
Target sequence (Q62848 1-136 limits assumed): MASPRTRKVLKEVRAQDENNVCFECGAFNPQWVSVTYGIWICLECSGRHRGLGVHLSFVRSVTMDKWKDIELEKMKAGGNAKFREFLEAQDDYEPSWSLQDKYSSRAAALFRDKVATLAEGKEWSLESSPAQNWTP
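material = rat Arfgap1 catalytic domain, aa 1-136 | also added = human ARF1(Δ1-17)-GTP substrate | compound dosing = one concentration, 16.5 µM, DMSO 1.26% | times = GTP hydrolysis reaction 2 h at 25 °C | measured by = FP, GDP Alexa 633 tracer displaced from anti-GDP antibody, 620/688 nm | evaluation = percent inhibition of Arfgap1-stimulated GTP hydrolysis | replication = single well per compound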
ADAM10 inh: ADAM10 inhibition, QFRET primary screen | AID 720582 | inhibition, % at 7 µM | recombinant ADAM10, EDANS/DABCYL FRET peptide cleavage, 3 h | 370,000 tested, 0.62% active | O14672;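 active = inhibition above a per-campaign cutoff equal to the mean of compounds falling between control-based bounds plus 3 SD, cut at about 20% in these data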;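 also: 0% = DMSO wells while the 100% control is not disclosed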
Target sequence (O14672 214-748 limits assumed): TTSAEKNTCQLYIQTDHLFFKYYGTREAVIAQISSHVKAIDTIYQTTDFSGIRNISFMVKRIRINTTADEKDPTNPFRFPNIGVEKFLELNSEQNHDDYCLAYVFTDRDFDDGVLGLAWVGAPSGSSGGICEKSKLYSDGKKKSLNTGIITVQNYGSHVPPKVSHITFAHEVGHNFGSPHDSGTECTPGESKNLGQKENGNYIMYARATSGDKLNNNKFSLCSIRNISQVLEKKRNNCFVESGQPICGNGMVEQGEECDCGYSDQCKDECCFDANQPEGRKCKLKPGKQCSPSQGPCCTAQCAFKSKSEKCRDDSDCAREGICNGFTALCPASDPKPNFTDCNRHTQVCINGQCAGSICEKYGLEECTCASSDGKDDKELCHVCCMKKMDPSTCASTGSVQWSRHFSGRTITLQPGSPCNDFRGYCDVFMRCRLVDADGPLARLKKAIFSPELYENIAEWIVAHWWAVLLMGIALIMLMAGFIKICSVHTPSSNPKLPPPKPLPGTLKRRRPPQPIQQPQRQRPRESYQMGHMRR
DDE Tn7 FP inh: disrupts Tn7 cyclic peptide binding to fibrin D-Dimer-E complex; FP displacement of FITC-Tn7 peptide from fibrin DD(E); 0% = median of compound wells per plate; AID 720508; 370,000 tested, 0.13% active; inhibition, % at 8.3 µM; P02675;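 active = inhibition above the mean of compounds falling within the control limits plus 3 SD of them, cut at about 14% in these data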;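 also: 0% = plate median of compound wells and 100% = 10 µM Aha-Tn7 peptide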
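Test system – human fibrin DD(E) · Times – 10 min preincubation, 3 h with tracer, room temperature · Detection – fluorescence polarization of the labelled Tn7 tracer · Measure – percent inhibition normalized to high-control wells · Benchmarks – high control wells with 10 µM unlabelled Aha-Tn7 peptide (full inhibition) · Repeats – singlicate testing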
proKLK7 act: activates the human kallikrein-7 zymogen; AID 652039; 370,000 tested, 0.9% active; activation, % at 7 µM; purified proKLK7, EDANS-DABCYL substrate fluorescence; 100% is mature enzyme control, 0% vehicle; P49862;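 active = activation above the mean of all tested compounds plus 3 SD, computed per campaign excluding outliers beyond control limits, cut at about 13% in these data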
Target sequence (P49862 whole entry, looked up): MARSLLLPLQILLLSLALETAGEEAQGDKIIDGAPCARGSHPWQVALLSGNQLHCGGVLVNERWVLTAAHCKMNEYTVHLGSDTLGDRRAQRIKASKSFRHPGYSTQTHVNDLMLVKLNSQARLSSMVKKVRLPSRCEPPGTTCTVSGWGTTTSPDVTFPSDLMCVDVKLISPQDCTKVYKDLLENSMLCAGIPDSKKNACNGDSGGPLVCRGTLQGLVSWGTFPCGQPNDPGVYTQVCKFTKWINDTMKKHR
The depositor's hits bear a star.

No.	structure	LEDGF integ inh	DDE Tn6 FP inh	ADAM17 inh	TDP2 inh	PLC-gamma1 inh	ASAP1 inh	ARFGAP1 inhibitor	ADAM10 inh	DDE Tn7 FP inh	proKLK7 act
1	COc1ccc(-c2nnc(C(C)Nc3cccc(C(=O)NC4CC4)c3)o2)cc1 (configuration not stated)	-0.6	-2.4	-10.6	1.3	-8.6	0.6	-7.9	-48.0	-2.4	0.2
2	Cc1cc(F)ccc1-c1cc(C(=O)NCc2cccs2)[nH]n1	-0.5	6.6	-1.7	2.7	-0.7	-6.4	-7.5	1.0	8.8	0.1
3	CCCS(=O)(=O)NC(=O)C1(C)CCCN(C(=O)c2c(-c3ccccc3)noc2C)C1 (configuration not stated)	1.7	2.2	-4.9	8.6	3.5	9.8	-6.3	-2.3	0.4	-0.3
4	Cc1ccc(/C(N)=N/OC(=O)c2cccc(F)c2)cc1	1.6	0.0	-4.6	13.9	-0.2	10.5	-2.6	-0.3	-0.9	-0.3
5	Cc1c(C(C)(C)C)s/c(=N/S(=O)(=O)c2ccccc2)n1C	-3.3	6.3	-3.7	-0.5	-3.2	15.6	7.5	-3.0	1.6	-1.2
6	c1ccc(CC2CCN(C(c3cccs3)c3nnnn3C3CCCC3)CC2)cc1 (configuration not stated)	-0.5	1.6	-2.6	-4.4	-4.1	-5.1	-3.6	8.5	2.1	0.7
7	COc1ccc(C(=O)N2CCN(c3ccc(C)cc3C)CC2)cc1OC	-2.6	-12.0	-3.7	-18.4	4.0	-1.4	1.8	-10.4	-6.8	-0.2
8	COc1cc(NC(=O)COC(=O)c2cnc(C)cn2)c(C)cc1[N+](=O)[O-]	-1.8	4.4	1.0	-5.6	1.8	3.5	10.8	2.7	-1.8	-0.3
9	Cc1ccc(C(c2nnnn2CS(=O)(=O)c2ccc(C)cc2)N2CCN(c3ncccn3)CC2)cc1 (configuration not stated)	-3.2	4.5	-6.2	-2.9	-4.2	-1.3	-5.5	-4.1	-2.1	0.6
10	CCN(CC)S(=O)(=O)c1ccc(Cl)c(NC(=O)c2cc(Cl)ccc2Cl)c1	1.6	-4.5	2.0	-7.6	8.8	-0.7	-9.4	11.1	-6.7	0.4

Further compounds
No.	structure	LEDGF integ inh	DDE Tn6 FP inh	ADAM17 inh	TDP2 inh	PLC-gamma1 inh	ASAP1 inh	ARFGAP1 inhibitor	ADAM10 inh	DDE Tn7 FP inh	proKLK7 act
11	COC(=O)c1sc(NC(=S)NC(=O)c2ccc(F)cc2)nc1C	-4.6	-9.0	-3.2	-0.6	0.3	-7.9	10.2	-6.4	0.8	-0.1
12	Cc1c(NC(=O)c2cc3c(s2)-c2ccccc2OC3)cccc1[N+](=O)[O-]	3.2	-5.8	-4.1	-5.4	-5.3	-6.0	-0.7	-17.9	-7.3	-0.3
13	CC(=O)N1CCN(S(=O)(=O)c2cccc(C(=O)OCC(=O)N(CCC#N)c3ccc(F)cc3)c2)CC1	-1.2	-5.0	1.9	-10.3	-3.0	5.7	6.1	-21.4	0.1	0.7
14	Cc1ccc([C@@H]2C[C@H]3[C@@H](CN2S(=O)(=O)c2ccc(Cl)cc2)C(=O)C[C@@H](c2ccccc2F)N3S(=O)(=O)c2ccc(C)cc2)cc1	1.5	3.8	-3.7	-1.3	1.6	-9.4	-6.3	-16.4	1.4	-0.3
15	COc1cccc(/C=C/C(=O)Nc2ccccc2N2CCOCC2)c1	1.1	3.4	0.0	0.7	0.8	-3.3	14.6	5.8	-3.5	-0.2
16	COc1ccc2[nH]c(C(=O)N(Cc3ccccn3)Cc3ccccn3)cc2c1	2.1	5.9	-53.3	-0.9	-138.2	5.7	-1.1	-162.0	-6.3	4.0
17	CCNC(=S)NCC	-3.7	-2.3	-5.3	3.3	1.1	-0.6	5.5	-3.1	0.6	0.3
18	CCOC(=O)C1CCN(C(=O)Cc2c(C(=O)O)n(CC)c3ccccc23)CC1	-0.6	-5.5	0.7	15.6	-9.7	9.9	10.1	-6.1	-3.6	-0.1
19	CN(C)c1ccc(/C=N/NC(=O)CN(c2ccccc2Cl)S(C)(=O)=O)cc1Br	4.0	-1.7	4.8	-14.4	3.0	-5.4	5.4	7.5	-9.2	0.8
20	C=C(C)[C@@H]1CC=C(CO)CC1	4.0	-3.6	0.8	-10.0	0.3	-0.2	-5.2	7.5	6.9	-0.2

(cont.)
No.	structure	LEDGF integ inh	DDE Tn6 FP inh	ADAM17 inh	TDP2 inh	PLC-gamma1 inh	ASAP1 inh	ARFGAP1 inhibitor	ADAM10 inh	DDE Tn7 FP inh	proKLK7 act
21	COc1cc(C(=O)NCCNc2nc3ccc(C)cc3cc2C#N)cc(OC)c1OC	-5.0	-2.0	-28.1	-2.3	-32.9	-14.8	-3.6	-98.0	-6.2	-0.9
22	C=CCNC(=S)N1CCC(C(=O)c2ccc(Cl)cc2)CC1	-0.5	-3.8	-0.3	19.2	2.0	-12.6	-0.2	4.7	3.7	0.0
23	O=C(/C=C/c1cccs1)Nc1nccs1	-0.8	1.1	-10.9	-18.0	-7.9	10.7	1.0	-27.0	5.8	15.1*
24	Cc1ccc(S(=O)(=O)N(C)Cc2ccc(C(=O)N/N=C3\CC(=O)CC(C)(C)C3)cc2)cc1	1.4	-5.0	1.0	-10.0	-6.9	5.6	6.9	-2.8	-2.7	-0.5
25	CN(C)C(CNC(=O)c1ccc2nc[nH]c2c1)c1ccccc1 (configuration not stated)	3.3	-6.0	1.1	6.6	5.6	-11.8	10.8	0.4	-1.9	0.0
26	Cc1ccc(NCN2C(=O)c3ccccc3C2=O)cc1Cl	3.8	9.4	0.8	7.8	-0.1	-0.9	-4.0	0.0	0.6	-0.1
27	COC(=O)c1sc2ccccc2c1-n1cccc1C(=O)C(=O)Nc1ccc(Cl)cc1	3.3	-7.0	0.7	-8.6	-1.2	3.9	-3.7	0.2	2.3	-2.2
28	CCOC(=O)C(=O)Nc1ccc(Oc2ccccc2)cc1	-2.4	4.2	-2.7	-7.6	-0.6	-11.6	-9.5	-3.5	-2.1	-0.1
29	N/C(CSc1ccccn1)=N\OCc1c(Cl)cccc1Cl	-2.1	3.1	-0.8	-7.0	1.8	-5.1	5.5	-6.1	-10.1	-0.1
30	Cc1nc(C)c(C(=O)Nc2ccc(Oc3ccccc3)cc2)o1	-0.2	0.2	1.5	1.9	-5.2	-6.6	-0.1	4.2	12.3	-0.3

Carrying on:
No.	structure	LEDGF integ inh	DDE Tn6 FP inh	ADAM17 inh	TDP2 inh	PLC-gamma1 inh	ASAP1 inh	ARFGAP1 inhibitor	ADAM10 inh	DDE Tn7 FP inh	proKLK7 act
31	Cc1ccc(OCC(=O)Nc2ccc3c(c2)C(=O)N(CCC(=O)O)C3=O)cc1	2.3	5.1	-7.3	5.3	-0.2	9.6	-2.0	-2.6	-1.6	-0.8
32	CCN(CC)c1ccc(NC(=O)COc2ccccc2C#N)cc1S(=O)(=O)Nc1ccccc1OC	-0.5	-6.4	7.0	4.1	-1.9	-6.1	11.9	4.3	-7.8	-0.1
33	Cc1nc(Cl)sc1C(=O)NC(C)c1ccc(Cl)cc1 (configuration not stated)	1.0	-4.5	0.0	0.7	3.0	4.0	-17.5	2.4	-8.2	0.0
34	CC/C(=N\N=C(/CC)c1ccccc1N)c1ccccc1N	-1.8	-3.6	-1.9	7.0	-1.3	7.2	4.1	-0.2	-6.8	-1.4
35	NNS(=O)(=O)c1ccc2c(c1)Cc1cc(S(=O)(=O)NN)ccc1-2	5.7	-5.3	-0.5	-5.6	0.7	5.7	17.1	3.4	-8.4	0.4
36	Cc1nn(CCOc2cccc(Br)c2)c(C)c1[N+](=O)[O-]	-4.5	9.0	-6.3	-4.8	4.5	4.4	0.0	-9.2	-5.8	0.1
37	CCc1cc2c(SCC(=O)O)ncnc2s1	0.5	8.4	-2.2	14.5	-2.1	-17.4	-2.4	-1.8	-1.6	-0.1
38	O=C(NC(C(=O)N/N=C/c1c2ccccc2cc2ccccc12)c1n[nH]c(=O)c2ccccc12)c1ccccc1 (configuration not stated)	-0.4	-1.0	3.9	-13.8	-117.4	-3.2	12.7	17.3	7.6	-7.2

5 records drawn at random from those above:
No.	structure	LEDGF integ inh	DDE Tn6 FP inh	ADAM17 inh	TDP2 inh	PLC-gamma1 inh	ASAP1 inh	ARFGAP1 inhibitor	ADAM10 inh	DDE Tn7 FP inh	proKLK7 act
20	C=C(C)[C@@H]1CC=C(CO)CC1	4.0	-3.6	0.8	-10.0	0.3	-0.2	-5.2	7.5	6.9	-0.2
18	CCOC(=O)C1CCN(C(=O)Cc2c(C(=O)O)n(CC)c3ccccc23)CC1	-0.6	-5.5	0.7	15.6	-9.7	9.9	10.1	-6.1	-3.6	-0.1
25	CN(C)C(CNC(=O)c1ccc2nc[nH]c2c1)c1ccccc1 (configuration not stated)	3.3	-6.0	1.1	6.6	5.6	-11.8	10.8	0.4	-1.9	0.0
14	Cc1ccc([C@@H]2C[C@H]3[C@@H](CN2S(=O)(=O)c2ccc(Cl)cc2)C(=O)C[C@@H](c2ccccc2F)N3S(=O)(=O)c2ccc(C)cc2)cc1	1.5	3.8	-3.7	-1.3	1.6	-9.4	-6.3	-16.4	1.4	-0.3
29	N/C(CSc1ccccn1)=N\OCc1c(Cl)cccc1Cl	-2.1	3.1	-0.8	-7.0	1.8	-5.1	5.5	-6.1	-10.1	-0.1
